# N370S GC mod: inhibits or activates N370S mutant glucocerebrosidase. Potency, µM (highest dose often 59.4 µM), for inactives: at the top dose activity change, negative = inhibition, hits mostly inhibitors. P04062. hit rate 0.092% among 330,000. N370S GC spleen homogenate, 4MU-glucoside fluorescence. AID 2101;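 note: 0% = full enzyme activity and -100% = no enzyme basal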
# FEN1 inh: human FEN1 inhibition; P39748; Recombinant FEN1 flap cleavage, fluorescence, 15 min; Potency, µM (top dose mostly 114 µM), without a hit: at the highest dose activity change, negative = inhibition, usual class: inhibitors; hit rate 0.35% among 390,000; note: nearly all actives have a fitted effect of over 65% in size
# Target sequence (P39748 whole entry, looked up): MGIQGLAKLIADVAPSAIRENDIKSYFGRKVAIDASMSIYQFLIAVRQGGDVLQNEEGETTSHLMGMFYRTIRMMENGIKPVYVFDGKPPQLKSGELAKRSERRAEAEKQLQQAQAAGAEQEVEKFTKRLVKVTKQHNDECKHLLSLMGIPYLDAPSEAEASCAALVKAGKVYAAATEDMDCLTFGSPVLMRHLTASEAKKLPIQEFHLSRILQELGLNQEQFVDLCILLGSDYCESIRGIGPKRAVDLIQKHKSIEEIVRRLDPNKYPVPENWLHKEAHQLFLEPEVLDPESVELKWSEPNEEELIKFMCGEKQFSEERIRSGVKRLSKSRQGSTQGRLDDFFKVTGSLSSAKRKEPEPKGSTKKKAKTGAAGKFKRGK
#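 In this screen, 50 nM flap DNA substrate was added to 10 nM FEN1 pretreated with compound for 15 min at room temperature; cleavage was followed with reads at 0 and 15 min, and Hill fitting gave concentration–response parameters.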
# TDP1 block: inhibitors of human tyrosyl-DNA phosphodiesterase TDP1; hit rate 0.28% among 350,000; Potency, µM (highest dose often 130 µM), inactives show at the top dose activity change, negative = inhibition, most hits filed as inhibitors; recombinant TDP1, AlphaScreen DNA substrate cleavage; Q9NUW8; AID 485290; note: nearly all actives have a fitted effect of over 40% in size
# Target sequence (Q9NUW8 whole entry, looked up): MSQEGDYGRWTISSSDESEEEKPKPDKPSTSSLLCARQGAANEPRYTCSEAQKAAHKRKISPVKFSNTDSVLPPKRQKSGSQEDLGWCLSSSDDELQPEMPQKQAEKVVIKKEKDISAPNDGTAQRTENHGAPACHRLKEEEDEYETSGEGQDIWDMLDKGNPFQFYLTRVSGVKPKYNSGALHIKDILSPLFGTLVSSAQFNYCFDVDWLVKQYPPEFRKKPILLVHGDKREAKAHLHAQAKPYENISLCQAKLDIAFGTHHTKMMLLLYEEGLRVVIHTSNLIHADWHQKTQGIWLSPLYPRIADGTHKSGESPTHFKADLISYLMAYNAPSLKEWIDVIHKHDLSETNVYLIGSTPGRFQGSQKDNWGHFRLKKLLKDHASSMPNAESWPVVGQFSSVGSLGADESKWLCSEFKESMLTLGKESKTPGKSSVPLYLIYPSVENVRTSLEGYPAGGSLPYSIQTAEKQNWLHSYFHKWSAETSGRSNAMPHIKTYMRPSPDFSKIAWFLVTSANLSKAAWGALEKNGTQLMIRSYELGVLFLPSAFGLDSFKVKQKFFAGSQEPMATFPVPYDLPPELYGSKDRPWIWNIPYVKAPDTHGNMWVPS
#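 Steps: enzyme plus compound, 15 min RT; add biotin/phosphotyrosine-FITC oligonucleotide (15 nM final), react 5 min; add donor/acceptor beads (10 ug/ml final), 10 min; read AlphaScreen. Tdp1 at 1 nM final.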
# * hit, by the source's call; ? = inconclusive; . = no result given; & = joins results of further samples; [ ] = remark or other dose. Calls come from the whole dose curve; as a rule, active = well fitted curve in the direction sought with a large enough effect; inconclusive = small, poorly fitted or top-dose-only effect, or another doubt; inactive = no such curve, though single readings can be large; an effect the other way counts as inactive or inconclusive. Unless noted, % is set by controls: 0 for no effect and ±100 for the full control effect; potency is the fitted concentration of half-maximal effect.
SMILES,N370S GC mod,FEN1 inh,TDP1 block
COc1ccc(NC(=O)COC(=O)Cn2cnc3ccccc3c2=O)cc1OC,-16%,1%,8%
Cc1cc(C)c(C#N)c(SCC2COc3ccccc3O2)n1 (stereo not given),?,-2%,.
O=S(=O)(Nc1ncnc2sc3c(c12)CCC3)c1ccc(Cl)s1,14%,-5%,-3%
COCc1cc(C)nc2c1C(=O)NC(c1ccc(NC(C)=O)cc1)N2Cc1ccccc1 (stereo not given),.,-14%,-2%
O=[N+]([O-])c1cc(S(=O)(=O)N2CCOCC2)ccc1N1CCNCC1,-3%,3%,2%
CCOC(=O)C(=O)Nc1ccccc1C(=O)OCC,7%,-1%,0%
COc1ccc2c(c1)c1c(c(=O)n(-c3ccccc3)c(=O)n1CC(=O)NCc1ccc(C)cc1)n2C,.,21%,8%
COc1cccc(NC(=O)CN2C(=O)COc3ccc(S(=O)(=O)N4CCC(C)CC4)cc32)c1,-24%,-1%,2%
Cc1cc2c(c(=O)o1)C(c1ccc([N+](=O)[O-])o1)C(C#N)=C(N)O2 (stereo not given),-6%,?,.
Cc1ccc(NS(=O)(=O)c2cccc(C(=O)O)c2)c(C)c1,-8%,-2%,4%
CNC(=O)CC1C(=O)N(c2ccc(OC)cc2)C(=S)N1NC(=O)c1cccc(F)c1 (stereo not given),0%,-8%,0%
Cc1ccc(NC(=O)c2sc3nc4c(c(-c5ccco5)c3c2N)CCC4)cc1,10%,-2%,-8%

# An excerpt of these results, field by field:
> COCc1cc(C)nc2c1C(=O)NC(c1ccc(NC(C)=O)cc1)N2Cc1ccccc1 (stereo not given)
  N370S GC mod: . | FEN1 inh: -14% | TDP1 block: -2%

> O=[N+]([O-])c1cc(S(=O)(=O)N2CCOCC2)ccc1N1CCNCC1
  N370S GC mod: -3% | FEN1 inh: 3% | TDP1 block: 2%

> CCOC(=O)C(=O)Nc1ccccc1C(=O)OCC
  N370S GC mod: 7% | FEN1 inh: -1% | TDP1 block: 0%

> COc1ccc2c(c1)c1c(c(=O)n(-c3ccccc3)c(=O)n1CC(=O)NCc1ccc(C)cc1)n2C
  N370S GC mod: . | FEN1 inh: 21% | TDP1 block: 8%

# (continued)
SMILES,N370S GC mod,FEN1 inh,TDP1 block
O=C(NCCNC(=O)c1ccc(Cl)cc1Cl)c1ccccn1,-11%,8%,.
COc1ccc(NC(=O)COCC(=O)Nc2ccc(C)cc2)cc1,5%,16%,.
CSc1nc(-c2ccco2)nn1C(=O)c1cccs1,9%,1%,-5%
Cc1cc(O)c(C(=O)/C=C/c2ccc(Cl)cc2)c(=O)o1,-14%,-9%,.
CCN(C(=O)COc1ccc(C)cc1OC)c1cccc2ccccc12,.,-14%,1%
Cn1cc([N+](=O)[O-])c(C(=O)Nc2ccc3c(c2)OCCO3)n1,0%,6%,-2%
N#Cc1ccc(S(=O)(=O)N2CCN(c3nc(-c4ccccc4)nc4ccccc34)CC2)cc1,.,17%,0%
CCCCN(C)CCNC(=O)Cn1ncc2c(=O)oc3ccc(C)cc3c21,-2%,3%,1%
CCCOc1ccc(-c2nnn(CC(=O)N3CCC(C)CC3)n2)cc1,9%,1%,6%
CNC(=O)COC(=O)/C=C/c1nc2ccccc2s1,4%,-15%,2%
CCOC(=O)C1CCN(c2nc3ccccc3nc2C(C#N)C(=O)OC(C)COC)CC1 (stereo not given),-1%,-2%,5%
Cc1ccc(C)c(/C=N/Nc2ccccn2)c1,-3%,-2%,8%
CCN1C(=O)C(CC(=O)Nc2ccc(OC)cc2)N(Cc2ccco2)C1=S (stereo not given),8%,-5%,4%
O=C(Cn1c(SCc2cccc(F)c2)nc2ccncc21)Nc1ccc(Cl)cc1F,.,0%,3%
CN(c1ccccc1)S(=O)(=O)c1cccc(C(=O)NNC(=O)c2ccncc2)c1,-3%,1%,.
Cc1cc(C)n(CC(=O)c2cccc(N)c2)n1,3%,17%,-5%
CCc1cccc(C)c1Nc1c(-c2ccsc2)nc2ncccn12,.,-20%,0%
COc1ccc(NC(=O)CCCn2nc(C)c3c(C)n(-c4ccccc4)nc3c2=O)cc1,-4%,0%,0%
O=C(c1ccc(F)cc1)c1c[nH]c(C(=O)NCc2ccco2)c1,5%,-1%,1%
Cn1cc(/C(Cc2ccccc2)=N\O)c2ccccc21,5%,-6%,2%
CN(CC(=O)Nc1ccc(Cl)cc1)C(=O)CCc1c[nH]c2ccccc12,-10%,-13%,4%[0.0935 µM]
O=C(CCC(=O)Nc1nnc(C2CCCCC2)s1)NCc1cccs1,7%,-2%,-4%
COc1ccc(S(=O)(=O)N2CCCCCC2)cc1NC(=O)c1ccccc1S(C)(=O)=O,.,-2%,0%[56.1 µM]
O=C(Cn1cncn1)N/N=C/c1ccccc1O,0%,-1%,6%
O=C1N/C(=N\c2ccccn2)SC1Cc1ccccc1Cl (stereo not given),22%,18%,6%
Cc1ccc(CS(=O)(=O)CCC(=O)NCCN2CCCC2)cc1,-11%,-2%,-1%
O=C(NCCc1ccc(Cl)cc1)C(=O)Nc1cc2c3c(c1)CC(=O)N3CCC2,3%,5%,-1%
N#Cc1cc2cc3c(cc2nc1NCCNC(=S)NCCCN1CCOCC1)OCO3,8%,-7%,-5%
CC(=O)N1N=C(c2ccc([N+](=O)[O-])cc2)CC1c1ccccc1Cl (stereo not given),-1%,7%,.
Cn1ncc2c(c(SCc3ccc(Cl)cc3Cl)nn2C)c1=O,7%,9%,1%
O=C(OCC(=O)N1CCCC1)c1cc([N+](=O)[O-])ccc1Cl,-17%,-2%,0%
CN1CCc2c(sc3nc(SCC(N)=O)n(-c4ccc(Cl)cc4)c(=O)c23)C1,10%,5%,.
CC(C)(C)c1ccc(C(=O)N2CCNC(=O)C2CC(=O)Nc2ccc(F)cc2)cc1 (stereo not given),-1%,-1%,2%
COc1cc2sc(-c3ccc(S(C)(=O)=O)cc3)c(C(=O)NCc3ccc(C)o3)c2cc1OC,.,3%,2%
O=C(COc1ccc2ccc(=O)oc2c1)N1CCN(c2ccccc2)CC1,10%,3%,3%
CCN1CCN(c2ncnc3c2oc2nc(C(C)C)c4c(c23)CCC4)CC1,8%[2.35 µM],.,6%

# The list goes on (two carried over from the part before).
SMILES,N370S GC mod,FEN1 inh,TDP1 block
O=C(COc1ccc2ccc(=O)oc2c1)N1CCN(c2ccccc2)CC1,10%,3%,3%
CCN1CCN(c2ncnc3c2oc2nc(C(C)C)c4c(c23)CCC4)CC1,8%[2.35 µM],.,6%
CCOC(=O)N/N=C1\CC(C)CC(C)(C)C1 (stereo not given),1%,-4%,5%
O=C(NCCc1ccc(Cl)cc1)c1ccc2c(c1)N(Cc1c(F)cccc1Cl)C(=O)CS2,.,11%,6%
N#C/C(=C\c1ccc(Cl)cc1Cl)c1nc(-c2cccc(Cl)c2)cs1,.,-3%,5%[2.28 µM]
C=C1C[C@]23CC[C@H]4C(CO)(CO)C[C@@H](O)C[C@@]4(C)[C@@H]2CC[C@H]1C3,-2%,.,6%
O=C(CSc1nnc(CNC(=O)c2ccccc2)o1)NCc1ccccc1Cl,-2%,0%,2%
CCOc1ccc(NC(=O)c2ccc3c(SCC(=O)O)c4c(nc3c2)CCC4)cc1,.,-8%,-1%
Cc1cc(Cl)ccc1C(=O)C1CCCN(C(=O)CN2CCOC2=O)C1 (stereo not given),2%,3%,4%
CC(O)c1ccc(Oc2cnccn2)cc1 (stereo not given),-3%,-7%,.
CCN(Cc1ccncc1)C(=O)CCc1nnc(CCc2ccc(OC)cc2)o1,1%,-12%,-3%
CC(C)c1cc(C(=O)N2CCCC(CCC(=O)NCc3ccccc3F)C2)n(C)n1 (stereo not given),-9%,6%,0%
CCOC(=O)N1CCC(N(CCN(C)C)C(=S)Nc2ccc(OCC)cc2)CC1,9%,.,1%
Cc1ccc(S(=O)(=O)N2CCC(C(=O)Nc3ncccc3O)CC2)cc1,.,-3%,0%
CSc1ccc(/C=N/S(=O)(=O)c2ccccc2)cc1,-5%,0%,.
CCOc1cccc(CN2CCN(CCc3ccccc3)C(CCO)C2)c1O (stereo not given),-6%,3%,6%
Cc1cc(C(=O)N2CCN(c3ccccn3)CC2)no1,-2%,-1%,0%
CCN1CCN(c2ccc(S(=O)(=O)N3CCCCC3)cc2NC(=O)c2cccc(F)c2)CC1,-7%,-2%,0%
CCc1c(C(=O)NNC(=O)Nc2ccc3c(c2)OCO3)csc1C,-6%,-1%,2%
Cc1ccc(S(=O)(=O)N(C)c2ccccc2)cc1,5%,-1%,-3%
Cc1ccc(S(=O)(=O)/N=C(\N)c2ccc(F)cc2)cc1,0%,17%,-5%
CCc1ccc(S(=O)(=O)Nc2cc3c(cc2N2CCOCC2)n(C)c(=O)c(=O)n3C)cc1,3%,-13%&-7%,3%&8%
COc1ccc(C(CNC(=O)c2ccc(S(=O)(=O)Nc3ccccc3C)cc2)N2CCOCC2)cc1 (stereo not given),5%,3%,.
O=C(O/N=C1\CCCc2ccccc21)c1ccc(F)cc1,4%,0%,1%
COc1ccccc1NC(=O)c1ccccc1NC(=O)c1ccccc1C(=O)O,13%,-13%,.
COc1ccc(/C=N/Nc2nccnc2Cl)cc1,-4%,-3%,2%
CC1CC(C)CN(C(=O)COC(=O)c2ccc(N3CCCC3=O)cc2)C1 (stereo not given),.,0%,2%
CSc1nsc(SC)c1NC(=O)OCCc1ccccn1,-4%,0%,-2%
COc1ccc2oc(C(=O)OC/C(O)=C(\C#N)c3nc4ccccc4[nH]3)c(C)c2c1,2%,-10%,.
CCOC(=O)N1CCN(C(=O)Cc2ccc(-n3c(=S)[nH]c4ccccc4c3=O)cc2)CC1,-4%,13%,-2%
CCOC(=O)c1cc(-c2ccccc2)n(CCC(=O)N2CCN(c3ccc(OC)cc3)CC2)c1C,-2%,-2%,8%
CCn1cc(Br)c(C(=O)Nc2ccc(Cl)cc2Cl)n1,6%,2%,-4%
CCS(=O)(=O)Nc1cccc(-c2nc3cccnc3s2)c1C,8%,-7%,7%
Cc1cc(C)c(S(=O)(=O)NCCS(=O)(=O)N2CCN(c3ccccc3)CC2)c(C)c1,.,6%,9%
CCOc1ccc(-c2nn(CC(=O)NC3CCCC3)c3c2cnc2ccc(C)cc23)cc1,.,1%,7%
CSCC[C@H](NC(=O)[C@@H]1CSC2c3ccccc3C(=O)N21)C(=O)N1CCC[C@H]1CO (stereo not given in full),1%,2%,.
COc1ccc(C(=O)CCN2CCCC(C)C2)cc1 (stereo not given),3%,-5%,.
O=C(O)Cn1nc(C(F)(F)F)c2c1CCCC2,2%,16%,6%
NC(=O)CSc1nnc2ccc(-c3ccc(Cl)cc3)nn12,7%,-5%,4%
O=C(NC(Nc1ccc(F)cc1)(C(F)(F)F)C(F)(F)F)c1cccnc1,4%,3%,0%
CCOC(=O)CSc1nc(-c2ccccc2)nc2ccc(C)cc12,15%,-17%,-1%
Cc1ccc(C)c(Cn2nnc3c(=O)[nH]c(C4CCCN(C(=O)c5cccs5)C4)nc32)c1 (stereo not given),-9%,-33%,10%
COc1ccc(CCNc2nc(C)c(C(C)=O)s2)cc1OC,-3%,10%,13%
COC(=O)c1ccccc1NC(=O)Cn1c(=O)nc(-c2ccccc2)c2cc(Cl)ccc21,.,-9%,4%
CCCCSCc1[nH]c(=O)[nH]c1C(=O)CCCCC(=O)OCC,-1%,-4%,5%
CCOC(=O)Cc1nnc(NC(=O)C(CC)Sc2nncn2C)s1 (stereo not given),?,-20%,0%
O=S(=O)(Nc1ccc(N2CCOCC2)nn1)c1ccccc1,-11%,-3%,0%
OCCCc1ccccc1,-3%,.,6%
O=C(COc1ccc(F)cc1)N(c1ccccn1)C1CCCCC1,6%,-2%,3%
Cc1cccc(C)c1NC(=O)Cc1cccs1,3%,4%,.

# Arranged by length of the SMILES (rising): some entries from above.
SMILES,N370S GC mod,FEN1 inh,TDP1 block
COc1ccc(CCNc2nc(C)c(C(C)=O)s2)cc1OC,-3%,10%,13%
CCOC(=O)CSc1nc(-c2ccccc2)nc2ccc(C)cc12,15%,-17%,-1%
CCCCSCc1[nH]c(=O)[nH]c1C(=O)CCCCC(=O)OCC,-1%,-4%,5%

# (next part)
SMILES,N370S GC mod,FEN1 inh,TDP1 block
CCOc1cccc(CN2CCC(n3nccc3NC(=O)CCCc3ccccc3)CC2)c1,-29%,-18%,4%
Fc1cccc(/C=N/Nc2nccnc2Cl)c1,-1%,-10%,5%
Cc1ccc2c(c1C)OC(=O)CC2(C)C,4%,5%,0%
COc1ccc(C(=O)Nc2ccc(S(=O)(=O)N3CCCC3)cc2)c(OC)c1,-13%,4%,2%
O=C(CNC(=O)c1ccc(Cl)cc1)N/N=C/c1cccnc1,-3%,-10%,.
COc1ccccc1-c1cc(C(=O)NCCCN2CCOCC2)no1,6%,15%,-6%
O=C1C(=O)N(C/C=C/c2ccccc2)c2ccccc21,-12%,-19%,.
Cc1nc(SCCC(=O)O)c2ccccc2n1,-22%,0%,3%
Cc1[nH]c(=O)[nH]c(=O)c1CSc1nnc(CCCCCNC(=O)OC(C)(C)C)o1,3%,-13%,3%
CCOc1ccc(NC(=O)[C@@H](NC(=O)c2ccco2)C(C)C)cc1,-7%,-6%,.

# Source: PubChem BioAssay
